Source: PubChem (several laboratories)
IDE inh: cellular human IDE inhibition; HEK cells, FAbetaB cleavage, fluorescence polarization; hit rate 0.41% among 320,000; AID 434962; inhibition, % at 5.59 µM;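 active means percent inhibition above the average of all tested compounds plus 3 SD, set per screening campaign, cut at about 16% in these data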;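 further: IDE supplied by intact live HEK cells; FP after avidin binding of uncleaved biotin substrate so inhibition keeps polarization high; 0% = DMSO wells and 100% = 60 µM reference IDE inhibitor Ii1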
Target sequence (P14735 whole entry, looked up): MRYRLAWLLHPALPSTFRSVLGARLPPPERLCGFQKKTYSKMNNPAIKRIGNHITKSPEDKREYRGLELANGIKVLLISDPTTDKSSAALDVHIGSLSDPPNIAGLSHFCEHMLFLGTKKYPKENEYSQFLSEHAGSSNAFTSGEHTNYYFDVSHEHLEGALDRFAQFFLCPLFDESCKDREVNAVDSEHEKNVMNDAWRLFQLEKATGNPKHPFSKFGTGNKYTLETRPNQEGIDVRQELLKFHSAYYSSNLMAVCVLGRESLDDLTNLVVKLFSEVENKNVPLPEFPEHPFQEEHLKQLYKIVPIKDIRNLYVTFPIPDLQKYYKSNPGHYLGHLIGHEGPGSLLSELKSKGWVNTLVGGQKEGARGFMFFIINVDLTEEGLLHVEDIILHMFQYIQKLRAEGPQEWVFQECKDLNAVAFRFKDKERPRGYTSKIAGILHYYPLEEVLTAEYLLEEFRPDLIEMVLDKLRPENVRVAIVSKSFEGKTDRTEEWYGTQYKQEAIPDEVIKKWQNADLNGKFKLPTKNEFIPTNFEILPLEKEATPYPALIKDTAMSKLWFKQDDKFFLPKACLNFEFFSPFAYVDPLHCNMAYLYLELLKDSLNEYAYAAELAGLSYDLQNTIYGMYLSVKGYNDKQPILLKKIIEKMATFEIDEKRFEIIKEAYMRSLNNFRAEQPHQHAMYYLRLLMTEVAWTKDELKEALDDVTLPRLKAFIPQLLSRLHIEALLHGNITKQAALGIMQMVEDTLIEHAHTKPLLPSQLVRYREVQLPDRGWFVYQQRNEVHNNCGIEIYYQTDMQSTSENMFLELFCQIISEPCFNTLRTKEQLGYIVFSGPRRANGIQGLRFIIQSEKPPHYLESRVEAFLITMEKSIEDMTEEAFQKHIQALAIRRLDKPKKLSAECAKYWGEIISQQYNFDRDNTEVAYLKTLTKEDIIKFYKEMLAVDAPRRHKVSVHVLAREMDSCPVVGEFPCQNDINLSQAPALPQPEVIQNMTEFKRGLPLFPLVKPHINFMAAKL
VIM-2 inh: blocks Pseudomonas aeruginosa VIM-2 metallo-beta-lactamase; purified VIM-2, nitrocefin hydrolysis, epi-absorbance fluorescence; inhibition, % at 5.6 µM; AID 1527; hit rate 0.89% among 290,000;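 active means inhibition above the mean of all tested compounds plus 3 SD, cutoff set per screening run, cut at about 7.5% in these data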;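 further: red hydrolysis product quenches plate fluorescence so inhibitors raise well fluorescence; 0% = enzyme with DMSO and 100% = DMSO without enzyme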
IDE act: IDE (human) activation, cell-based | P14735 | HEK cells, FAbeta-B cleavage, fluorescence polarization; 0% vehicle, 100% cell-free pure enzyme wells | activation, % at 5.96 µM | hit rate 0.073% among 340,000 | AID 493087;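 active means activation above the mean of all tested compounds plus 3 SD, set per screening campaign, cut at about 17% in these data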
pCIP destab: compounds decreasing mouse p/CIP protein stability; Q05BA5; F442A p/CIP-EGFP cells, EGFP fluorescence, 16 h; decrease of EGFP signal, % at 10 µM; hit rate 0.01% among 290,000; AID 1984;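 active means EGFP signal decrease of at least 30% at 10 µM or well 3 SD below plate mean, unless failing retest; inactive means the rest, including hits failing retest or dose response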; further: some compounds called inactive have numbers as strong as hits; many of its hits are not listed in these tables
SUMO HTRF inh: inhibitors of human SUMOylation (UBC9); AID 2006; hit rate 0.36% among 290,000; P63279; inhibition, % at 35 µM; HTRF SUMOylation assay, SAE1/SAE2 + UBC9, in vitro; in the data active means inhibition above about 50%, passing the limit was not always enough; further: strong numbers were not always called active
NS3 helicase inh: HCV NS3 helicase inhibition. NS3 helicase DNA unwinding, Cy5 molecular beacon fluorescence. inhibition, % at 10.9 µM. hit rate 0.56% among 290,000;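 active means inhibition above the mean of all tested compounds plus 3 SD, set per campaign, cut at about 35% in these data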;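 further: 0% = DMSO wells and 100% = thioflavine S control wells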
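Control set: DMSO versus 110 µM thioflavine S; Material: NS3 helicase fragment of HCV; Measured by: Cy5 fluorescence at 0 and 60 min, beacon hairpin quenching; Read-out basis: percent inhibition from t60/t0 fluorescence ratio; Times: reaction time 60 min, 25 °C; Repeats: single replicate; Compound dosing: single dose, 10.9 µM nominal final, DMSO 0.8% final.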
GalR3 antag: blocks the human galanin receptor 3. O60755. HEK293 GalR3-CNG cAMP membrane potential fluorescence; galR3 body fused to GalR1 C-terminus. inhibition, % at 3 µM. hit rate 0.44% among 360,000;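 active means inhibition above the screen-wide average plus 3 SD, cut at about 13% in these data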;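 further: forskolin and galanin both at EC90 stimulate the cells; cAMP rise reported by CNG channel membrane potential dye signal; 0% = forskolin plus galanin with DMSO and 100% = forskolin alone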
IMP-1 inhibitor: blocks Pseudomonas aeruginosa IMP-1 metallo-beta-lactamase; purified IMP-1, nitrocefin hydrolysis, epi-absorbance fluorescence; hit rate 0.45% among 290,000; inhibition, % at 5.6 µM;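 active means inhibition above the mean plus 3 SD of all compounds in the same screening run, cut at about 4.5% in these data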;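 further: 0% = IMP-1 with DMSO and 100% = DMSO wells lacking enzyme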
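System – purified recombinant IMP-1 beta-lactamase · Input – IMP-1 dispensed at 0.2 nM · Timing – 15 min preincubation plus 25 min reaction at 25 °C · Signal – Epi-absorbance fluorescence, 480 nm excitation, 530 nm emission · Measure – percent IMP-1 inhibition derived from blank-referenced optical density · Controls – Enzyme-plus-DMSO low control, enzyme-free DMSO high control · Replication – singlicate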
CRFR2-BP antag: antagonists of CRF-binding protein/CRF-R2 receptor complex; hit rate 0.59% among 350,000; HEK293 CRF-R2/CRF-BP, CRF-induced calcium fluorescence; inhibition, % at 11.8 µM;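 active means inhibition of the ligand-induced calcium signal above about 50% at the single tested concentration, limit read from the data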
The depositor's hits bear a star; / = no result given. The order is random (roughly 3.2% active in at least one column).

| structure | IDE act | IDE inh | IMP-1 inhibitor | pCIP destab | VIM-2 inh | GalR3 antag | CRFR2-BP antag | SUMO HTRF inh | NS3 helicase inh |
| --- | --- | --- | --- | --- | --- | --- | --- | --- | --- |
| O=C(CN(c1cccc(Cl)c1)S(=O)(=O)c1ccc(Cl)cc1)NCc1ccccn1 | 2 | -2 | -1.0 | -2 | 1.7 | -1 | -24 | -3 | -38 |
| COc1cccc(-c2cc(C(=O)NCC3CCCO3)c3ccccc3n2)c1 (stereo unspecified) | -1 | -1 | -1.8 | -1 | 1.0 | -1 | -14 | 9 | -1 |
| O=c1[nH]ncc(NCCCO)c1Cl | -5 | 5 | -2.1 | 1 | -4.0 | 5 | -2 | -4 | 5 |
| O=C(CCn1nnc2ccccc21)Nc1nnc(COc2ccccc2F)s1 | -3 | 4 | -2.7 | 0 | -1.8 | -1 | -21 | 27 | -11 |
| COc1ccc(CCNC(=O)c2cc3c(C)nccc3[nH]c2=O)cc1OC | 6 | 4 | -1.9 | -7 | -1.4 | -1 | 5 | 10 | 0 |
| c1ccc2c(c1)nc1n2CCN1 | 4 | 3 | 0.2 | 1 | -1.3 | 0 | 0 | 0 | -1 |
| Cc1cc(=O)oc2cc(OCC(=O)OCC(=O)NC(C)C)ccc12 | -4 | 0 | -4.1 | -17 | -1.0 | -1 | 19 | 5 | -4 |
| CC(=O)C1=C(O)C(=O)N(c2ccccn2)C1c1cccc(F)c1 (stereo unspecified) | 1 | 6 | -3.2 | -10 | 0.5 | -10 | -6 | -1 | 12 |
| O=C(CCc1nnc(CCC2CCCCC2)o1)NCCn1cccn1 | 2 | 1 | -4.1 | -10 | -5.1 | -5 | 3 | 17 | 2 |
| CCOc1ccc(S(=O)(=O)Nc2cc(OC)c(OC)cc2C(=O)O)cc1 | 5 | 3 | -3.3 | 0 | -4.2 | -4 | -2 | 10 | 9 |
| COC(CNC(=O)c1cnn2c(C)c(Cc3ccccc3)c(C)nc12)OC | 4 | 0 | -2.0 | 14 | -0.8 | 3 | 4 | 14 | 11 |
| Cc1ccc(Nc2cc(C)nc(N3CCOCC3)n2)cc1 | 1 | 2 | -4.7 | -2 | -2.6 | -1 | 1 | 36 | -3 |
| Cc1ccc(S(=O)(=O)N2CCN(C(=O)c3ccccn3)CC2)cc1 | 4 | 6 | -1.4 | -8 | -4.0 | -8 | 8 | 6 | -6 |
| CCOc1ccc(/C=N/NC(=O)c2nnn(-c3nonc3N)c2-c2ccc(OCC)cc2)cc1 | 4 | 22* | -1.9 | -8 | -4.2 | 3 | -141 | 8 | 7 |
| CCN1C(N(C)CCc2cccs2)=N[C@@H](c2ccccc2)C(C(=O)OC)=C1C | 0 | -4 | -1.8 | -32 | 1.6 | -8 | -2 | 8 | -28 |
| CCC(=O)N1CCc2cc(S(=O)(=O)CCC(=O)N(C)c3ccc(OC)cc3OC)ccc21 | -2 | -1 | -1.0 | -4 | -0.3 | -7 | 0 | 15 | -1 |
| COc1ccc(S(=O)(=O)N(C)CC(=O)NCc2ccco2)cc1 | 5 | -2 | -2.0 | -13 | -1.0 | 1 | 8 | 23 | 4 |
| O=c1c2ccccc2nc(N/N=C/c2ccc(O)cc2)n1O | -4 | 0 | -5.3 | -2 | -4.1 | 0 | -1 | 4 | 2 |
| CCCCN(C)C(=O)c1ccc2c(c1)N(CC)C(=O)c1ccccc1S2(=O)=O | 3 | 1 | -2.2 | -15 | -1.1 | / | -2 | 0 | 9 |
| C#Cc1ccc([C@H]2C=C(C(=O)N3CCOCC3)O[C@@H](OCc3ccc(CO)cc3)C2)cc1 | 5 | 1 | -1.9 | -4 | -1.1 | -4 | -12 | 0 | -9 |
| O=C(C1CCN(CCCc2ccccc2)CC1)N(CCc1ccccc1)Cc1ccccc1 | 5 | 3 | -2.3 | -6 | -1.4 | -6 | -42 | -17 | -57 |
| O=C(CCC(=O)N1CCCCC1)Nc1ccc(Cl)c(Cl)c1 | 5 | 0 | -0.1 | 1 | 0.3 | -3 | -6 | 4 | -6 |
| COc1ccccc1CNC(=O)COC(=O)c1n[nH]c2ccccc12 | 5 | -5 | -3.5 | -1 | -2.8 | -5 | -16 | -13 | 1 |
| Cc1ccc(F)cc1NC(=O)Cc1ncc(C(F)(F)F)cc1Cl | 7 | -5 | -3.5 | 7 | -2.7 | -8 | -8 | -7 | 7 |
| O=C(C1CCC1)N1CCN(c2cccc(C(F)(F)F)c2)CC1 | 0 | 6 | -5.5 | 2 | -2.8 | -10 | 1 | -2 | -11 |
| O=C(NCCN1C(=O)S/C(=C\c2cccs2)C1=O)c1ccco1 | -2 | -3 | -3.2 | 2 | 0.2 | 2 | 1 | 16 | -9 |
| CCCCc1nc(N2CCOCC2)c(C#N)c2c1COC(C)(C)C2 | -5 | 9 | -4.8 | 0 | -4.3 | -1 | -31 | 16 | -2 |
| CCCc1cc(N2CCN(c3ccccn3)CC2)n2nc(C)c(-c3ccccc3)c2n1 | 6 | 1 | -6.4 | -4 | -4.5 | 6 | 5 | -4 | 0 |
| CCOC(=O)c1c(NC(=O)c2ccc(N3C(=O)[C@@H]4[C@H](C3=O)[C@H]3C=C[C@@H]4C3)cc2)sc2c1CC(C)CC2 (stereo partly specified) | 1 | -3 | -3.5 | 3 | -2.0 | 1 | -11 | 13 | 17 |
| Cc1sc(NC(=O)c2cccs2)c(C(=O)OC(C)C)c1C | 5 | 1 | -3.9 | 6 | -0.6 | 1 | -31 | -11 | 4 |
| CCNS(=O)(=O)c1ccc(CCC(=O)N2CCCC2)cc1 | -3 | -21 | -5.0 | -19 | -0.4 | -1 | 1 | -12 | 10 |
| CCN(CC(=O)Nc1ccc2c(c1)OCCO2)C(=O)c1cc(Cl)nc2ccccc12 | -2 | -5 | / | / | / | 3 | -3 | / | / |
| CCN1CCN(c2nc(Nc3cccc(OC)c3)nc(N)c2[N+](=O)[O-])CC1 | -2 | -2 | -3.7 | 5 | -0.5 | -11 | 7 | 0 | 5 |
| COc1ccc(-c2nnc(SC(C)C(=O)NNC(=O)c3ccc(C)cc3)o2)cc1 (stereo unspecified) | 6 | -4 | -4.2 | -6 | -1.6 | -4 | -14 | 7 | -7 |
| CC(C)(C)c1ccc(/C=N/NC(=O)C2CCCC2)cc1 | 4 | / | -1.9 | -13 | -1.8 | 3 | -21 | -4 | -5 |
| COc1ccc(S(=O)(=O)Nc2ccccc2OC)cc1NC(=O)CC1CC2CCC1C2 (stereo unspecified) | 0 | -3 | -2.4 | -8 | -1.0 | -7 | -18 | -20 | -14 |
| CCC(C)(C)N(C(=O)CCC(=O)Nc1cc(C)on1)C(C(=O)NC(C)(C)C)c1ccc(OC)cc1 (stereo unspecified) | -3 | -4 | -1.4 | 2 | 0.0 | -5 | -3 | 3 | -2 |
| CCCCn1cnc2c([nH]c3cc(OC)ccc32)c1=O | -2 | 2 | -1.6 | -12 | -1.5 | -1 | 23 | -6 | 1 |
| COc1cc([N+](=O)[O-])cc(/C=N/NC(=O)C(C)Nc2cccc(C)c2)c1O (stereo unspecified) | 5 | 3 | -1.2 | -3 | -5.8 | -5 | 1 | -44 | 17 |
| O=C(NCc1ccco1)C(c1ccncc1)N(C(=O)Cc1cccs1)c1ccccc1 (stereo unspecified) | 2 | 1 | -2.3 | -14 | -1.3 | -5 | -1 | 9 | -1 |
| Cc1cc(C)nc(SCc2nnc(SCC#N)n2-c2cccc(Cl)c2)n1 | -2 | 4 | -1.8 | 7 | -1.2 | -3 | 26 | -1 | 2 |
| CCOC(=O)c1cc(C(C)(C)C)nc(SC)c1C#N | 1 | 5 | -3.5 | 2 | -3.6 | 1 | -23 | 0 | 1 |
| COc1cc(CN2CCCCC2C(=O)Nc2ccc(Oc3ccccc3)nc2)ccc1O (stereo unspecified) | -5 | 7 | -2.8 | -17 | -1.3 | 1 | -23 | -6 | -34 |
| CCCCC1(C(=O)OCC)NC(c2ccc(O)cc2)C2C(=O)N(c3ccccc3)C(=O)C21 (stereo unspecified) | 4 | -3 | -3.7 | 5 | -3.4 | -10 | 21 | -5 | -1 |
| COc1ccc(/C=C/C(=O)N(Cc2cccs2)C2CCS(=O)(=O)C2)cc1 (stereo unspecified) | -3 | 6 | -2.7 | -4 | -3.3 | 1 | 7 | 21 | -10 |
| NCCSSCCN | 4 | 2 | / | -1 | / | / | -4 | 1 | / |
| CCCCn1c(N)c(N(CC)C(=O)C2CCCC2)c(=O)[nH]c1=O | 10 | -4 | / | / | / | -5 | -1 | / | / |
| Cc1cc(Cl)c2oc(C(=O)N(C)CCc3cnn(C)c3)c(C)c2c1 | 2 | 4 | -2.9 | -3 | -2.3 | -4 | 6 | 2 | -1 |
| Cc1cccc(NC(=O)c2nc[nH]c2C(=O)N2CCC(C)CC2)c1 | 2 | 3 | / | / | / | -4 | 10 | / | / |
| CCOC(=O)Cn1c(CN(Cc2ccccc2)Cc2ccccc2)nc2c1c(=O)[nH]c(=O)n2C | 5 | 8 | -4.9 | -1 | -4.0 | -7 | -52 | 4 | -4 |
| COc1ccc(N2C(=O)C(Cl)=C(NCc3ccccc3)C2=O)cc1 | 2 | 2 | -3.0 | 4 | -1.4 | -6 | 13 | -5 | 6 |
| O=C(COc1ccccc1Cl)NCCNC(=O)c1cnccn1 | -1 | 4 | -2.7 | 8 | -3.1 | -8 | 7 | 10 | 8 |
| CN(CCc1ccccn1)C(=O)CCC1CCCN(C(=O)NC2CCCCC2)C1 (stereo unspecified) | 5 | 0 | 0.0 | -6 | 1.1 | 3 | 3 | 4 | 6 |
| COc1cc(/C=N/NC(=O)C(N)=O)ccc1OC(=O)c1cccs1 | -4 | 4 | -3.1 | 16 | -2.0 | 0 | -21 | 6 | -6 |
| CC1CCN(C(=S)Nc2ccc(F)cc2)CC1 | -2 | -6 | -4.8 | -5 | -3.8 | -1 | 6 | -14 | 2 |
| Cc1ccc(NC(=O)CN2C(=O)NC3(CCCCC3C)C2=O)cc1S(=O)(=O)N1CCCCC1 (stereo unspecified) | 10 | 0 | / | / | / | -2 | 2 | / | / |
| CC(C)CC(NS(=O)(=O)c1cccc(C(=O)O)c1)C(=O)O (stereo unspecified) | -3 | 1 | -3.5 | -10 | -2.9 | -1 | -8 | -8 | -16 |
| CCN(C(=O)COC(=O)COc1ccc2c(C)cc(=O)oc2c1)C1CCS(=O)(=O)C1 (stereo unspecified) | 5 | 1 | -3.5 | 0 | -3.8 | 4 | 0 | 1 | -5 |

Records listed so far marked active in IDE inh:
| structure | IDE act | IDE inh | IMP-1 inhibitor | pCIP destab | VIM-2 inh | GalR3 antag | CRFR2-BP antag | SUMO HTRF inh | NS3 helicase inh |
| --- | --- | --- | --- | --- | --- | --- | --- | --- | --- |
| CCOc1ccc(/C=N/NC(=O)c2nnn(-c3nonc3N)c2-c2ccc(OCC)cc2)cc1 | 4 | 22* | -1.9 | -8 | -4.2 | 3 | -141 | 8 | 7 |
